RSV antiviral HEp-2 = RSV antiviral activity via CPE protection, HEp-2 cells, primary 10 µM value included (AID 2391) | HEp-2 cells, RSV-induced CPE inhibition; higher % means a stronger effect | one-dose CPE inhibition, % at 10 µM; IC50 in µM for titrated hits | 0.13% of 310,000 active; in the data active = a potency from the dose series; inconclusive = CPE inhibition mostly from about 23% at the one dose, without a potency; inactive = the rest, 99 in 100 with CPE inhibition below about 21%; also: strong numbers were not always called active
Autophagy mod = autophagy modulators in MEF cells, primary screen, imaging, high-content, MEF GFP-LC3; MEF GFP-LC3 puncta imaging; test concentration mostly 10 µM; calls only at 10 µM (by protocol); 0.98% of 190,000 active; AID 463193, 2010;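 active = percentage of spot-positive cells more than 3 SD above its plate mean, without a fluorescence outlier flag or 80% toxicity; inconclusive = no clear call, values can overlap the other calls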;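 also: spot-positive cell cutoff set from DMSO-treated cells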
AID2073 = inhibitors of Mint1-CaV2.2 protein interaction, biochemical, HTRF (AID 2073). Voltage-dependent N-type calcium channel subunit alpha-1B (Homo sapiens). HTRF protein-protein interaction, Mint1-CaV2.2; higher % means a stronger effect. inhibition, % at 20 µM; hits with a dose series show IC50 in µM. 0.19% of 290,000 active; in the data active = inhibition mostly above about 51%, no sharp cut-off; inconclusive = no clear call, values can overlap the other calls; inactive = mostly below about 53%; also: some results filed as inactive read as strong as hits
LYP phosphatase = inhibitors of LYP phosphatase, biochemical, fluorescence intensity, uHTS (AID 1779); Tyrosine-protein phosphatase non-receptor type 22 (Homo sapiens); recombinant LYP phosphatase, fluorescence intensity; higher % means a stronger effect; inhibition, % at 11.5 µM, or IC50 in µM where a hit was titrated; 0.054% of 290,000 active; in the data active = inhibition above about 50%;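 also: plate controls were vehicle with enzyme for no effect and no enzyme for full effect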
UTI89 phage lysis = inhibition of K1F phage lysis, E. coli UTI89, bacterial capsule biogenesis inhibitors, alamar blue (AID 488966); 0.02% of 340,000 active; E. coli UTI89 K1F phage lysis, alamar blue, 2 h; higher % means a stronger effect; inhibition, % at 100 µM, or IC50 in µM where a hit was titrated;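 active = phage lysis inhibition, versus mean bacterial control, above a set limit; inconclusive = no clear call, values can overlap the other calls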;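 also: capsule biogenesis inhibitors block K1F phage lysis so surviving cells raise fluorescence; higher fluorescence means more inhibition of phage lysis; actives were called in the ten point dose series up to 300 µM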
Dengue-2 NS5 capping = Dengue-2 NS5 methyltransferase inhibitors, primary screen, biochemical, confirmation dose response (AID 588689); Genome polyprotein (Dengue virus type 2 (strain 16681-PDK53)); Dengue-2 NS5 methyltransferase capping enzyme assay, biochemical; higher % means a stronger effect; inhibition, % at 25 µM; hits with a dose series show IC50 in µM; 0.3% of 340,000 active; in the data active = a potency from the dose series; inconclusive = inhibition above about 29% without an active follow-up result
WT yeast gro inh = growth inhibition of WT strain, primary screen, mitochondrial fusion inhibitor project, WT and mutant strains, chemical genetic; mitochondrial fusion phenotypic screen; inhibition, % at 10 µM; 2.1% of 190,000 active; in the data active = inhibition above about 58%; tested in S. cerevisiae
GPR35 antagonists = GPR35 antagonists blocking zaprinast-driven arrestin recruitment, primary screen, imaging, U2OS, beta-arrestin-GFP, zaprinast agonist (AID 2058); U2OS GPR35 beta-arrestin-GFP translocation imaging, zaprinast antagonism; higher % means a stronger effect; one-dose inhibition, % at 10 µM; IC50 in µM for titrated hits; 0.052% of 290,000 active;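 active = inhibition of at least 50% with at least 30 cells and total cytoplasm GFP at most 10,000,000; inconclusive = under 30 cells or total GFP of 10,000,000 plus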
NTR1 agonist = agonists of NTR1, primary screen, imaging, U2OS cells, beta-arrestin-GFP, high content (AID 493036); activation, % at 20 µM; NTR1-U2OS beta-arrestin-GFP spot imaging, agonist mode; 0.17% of 330,000 active; Neurotensin receptor type 1 (Homo sapiens), P30989;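 active = activation at or above 40% of the spot to cytoplasm intensity ratio, with at least 20 cells analyzed; inconclusive = wells under 20 cells, flagged as cytotoxic or low count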;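 also: 0% = DMSO without peptide and 100% = 100 nM NTR1 peptide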
Target sequence (P30989 whole entry, looked up): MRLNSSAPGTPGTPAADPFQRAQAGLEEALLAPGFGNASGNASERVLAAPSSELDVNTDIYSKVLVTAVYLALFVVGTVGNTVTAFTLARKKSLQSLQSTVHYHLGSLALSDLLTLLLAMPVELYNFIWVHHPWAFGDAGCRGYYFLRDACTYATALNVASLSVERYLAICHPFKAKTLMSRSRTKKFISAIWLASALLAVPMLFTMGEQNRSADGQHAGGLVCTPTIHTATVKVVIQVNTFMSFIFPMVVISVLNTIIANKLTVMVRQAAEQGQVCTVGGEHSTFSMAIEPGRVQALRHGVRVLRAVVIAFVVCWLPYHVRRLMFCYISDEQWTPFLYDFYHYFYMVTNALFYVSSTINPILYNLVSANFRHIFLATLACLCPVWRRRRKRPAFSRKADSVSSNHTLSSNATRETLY
WT yeast gro inh mutant strain = second read-out of WT yeast gro inh, no call of its own (marks repeat the call); inhibition, %; mitochondrial fusion phenotypic screen, mutant strain inhibition
Autophagy mod cell loss 18 h = second read-out of Autophagy mod, no call of its own (marks repeat the call); toxicity, %; measured here: cell loss, nuclei count;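 cell loss after 18 h compound exposure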
NTR1 agonist cell count 20 µM = further read-out of NTR1 agonist, marked with its call; cell count; measured here: cell count, cytotoxicity flag
Dengue-2 NS5 capping pilot replicate = second read-out of Dengue-2 NS5 capping, no call of its own (marks repeat the call); inhibition, %; measured here: pilot screen replicate inhibition
Active calls of the source: *; i = inactive; u = inconclusive; x = not tested or not shown; + = active, no number; [ ] = another dose, or the depositor's remark.

SMILES	RSV antiviral HEp-2	Autophagy mod	Autophagy mod cell loss 18 h	AID2073	LYP phosphatase	UTI89 phage lysis	Dengue-2 NS5 capping	WT yeast gro inh	WT yeast gro inh mutant strain	GPR35 antagonists	NTR1 agonist	NTR1 agonist cell count 20 µM	others
COc1cc(C(=O)Nc2nc(-c3cc(C)ccc3C)c(C)s2)ccc1OCC(=O)Nc1ccc(F)cc1	5.3%	i	27	41%	-6%	1.9%	-1%	7	6	-2%	3.1	46
O=C(c1ccc2c(c1)OCO2)N1CCN(c2ccccc2)CC1	0.7%	i	1	6%	-7%	0.0%	x	1	12	-6%	-1.1	65
CCN(CC)c1ccc2cc(-c3nc4ccccc4[nH]3)c(=O)oc2c1	0.9%	+	34*	27%	-2%	-0.9%	u	15	-14	u	-3.2	47
CCCCNC(=O)C(CC)(ONc1ccccc1C(F)(F)F)c1ccccc1OC (stereo not given)	0.7%	x	x	x	x	2.6%	-11%	x	x	x	0.0	45
Cc1cc(C)nc(NC(=O)/C=C/c2ccccc2Cl)n1	1.4%	i	-20	0%	0%	0.5%	-8%	-1	3	6%	1.3	54
COc1ccc(CCNc2nc3c(c(=O)n(C)c(=O)n3C)n2C)cc1OC	1.3%	i	-5	-2%	-5%	0.1%	0%	10	0	6%	1.9	83
CCOc1ccc2nc(NC(=O)Nc3ccccc3)sc2c1	2.0%	i	-3	23%	-2%	0.3%	2%	-23	-64	4%	-0.1	89
COCCN1C(=O)N(c2ccc(Cl)cc2)C(=O)C1CC(=O)Nc1cc(OC)cc(OC)c1 (stereo not given)	1.0%	x	x	20%	-11%	0.7%	x	x	x	1%	-0.5	60
Cc1cc(C(=O)COC(=O)c2ccc(N)c([N+](=O)[O-])c2)c(C)n1-c1ccc2c(c1)OCO2	4.6%	i	2	0%	0%	0.6%	x	7	-8	-4%	2.4	85
COCCCC1CCN(C(=O)c2cc(COc3ccc(C)nc3)on2)CC1	3.9%	x	x	9%	-8%	0.0%	0%	x	x	9%	0.7	70
COc1cccc(C(C#N)N2CCOCC2)c1 (stereo not given)	2.8%	i	1	2%	-5%	0.8%	-4%	-8	-19	2%	2.8	39
O=C1CC(c2ccc3c(c2)OCCO3)Oc2ccc([N+](=O)[O-])cc21 (stereo not given)	-1.9%	x	x	11%	-4%	0.0%	28%	x	x	11%	19	79
Cc1occc1C(=O)N/N=C/c1ccc2c(c1)OCO2	-1.6%	x	x	u	-2%	0.2%	-7%	x	x	2%	0.1	75
CCCCNC(=O)C1CCN(C(=O)Nc2ccc(C)cc2)CC1	1.6%	i	-9	2%	-5%	0.4%	-6%	-17	7	-11%	0.5	77
Cc1ccccc1-c1nn(-c2ccccc2)cc1C(=O)NCC(c1ccco1)N1CCCC1 (stereo not given)	-0.7%	x	x	x	x	0.5%[50 µM]	-5%	x	x	x	2.6	62
CC(=O)N1CCN(C(=O)COc2ccc3oc4c(c3c2)CCCC4)CC1	0.1%	x	x	x	x	1.0%[50 µM]	-7%	x	x	x	0.7	66
C=C(C(=O)O)C1CCC2(C)CCCC(C)(O)C2C1 (stereo not given)	2.6%	x	x	22%	0%	1.5%	4%	x	x	-5%	-1.0	85
COc1cccc(NC(=O)CSc2nc3c(sc4ccccc43)c(=O)n2CCN(C)C)c1	-0.7%	i	9	4%	-8%	0.1%	8%	21	4	11%	7.8	53
C/C(O)=c1/cnc2nc3ccccc3n2c1=O	11%	i	-12	27%	-8%	0.2%	-7%	-9	14	1%	0.4	87
CC1(C)CC(NC(=O)C23CCC(C)(C(=O)C2)C3(C)C)CC(C)(C)N1 (stereo not given)	-0.3%	i	-6	-2%	-2%	0.6%	-8%	5	1	18%	1.2	78	Dengue-2 NS5 capping pilot replicate=-4.1
COc1ccc(CCNC(=O)CCC(=O)N2CCN(S(=O)(=O)c3ccccc3)CC2)cc1OC	0.2%	i	7	-1%	-4%	0.1%	-3%	-2	1	-1%	0.0	84
CCCC12CN3CCN(CC(C3)/C1=N\NC(=O)c1ccccc1N)C2	-0.3%	i	9	2%	5%	1.9%[50 µM]	3%	1	15	5%	2.6	53
CC(=O)c1cccc(S(=O)(=O)N2CCCC(c3nc(-c4ccc(C)o4)no3)C2)c1 (stereo not given)	1.3%	i	5	17%	-9%	4.0%	-8%	-10	-9	-8%	-1.4	76
Cc1ccc(OCCNS(=O)(=O)c2ccc(N3CCCC3=O)cc2)cc1C	0.5%	i	19	10%	0%	0.4%[50 µM]	-1%	14	14	1%	1.1	49
Cc1cc(C)nc(-n2nc(C)c(Br)c2Nc2ccc(Br)cc2)n1	-1.6%	i	-1	12%	7%	0.4%	14%	5	-8	-7%	2.7	77	Dengue-2 NS5 capping pilot replicate=0.6

Pulled one by one from the entries so far:
SMILES	RSV antiviral HEp-2	Autophagy mod	Autophagy mod cell loss 18 h	AID2073	LYP phosphatase	UTI89 phage lysis	Dengue-2 NS5 capping	WT yeast gro inh	WT yeast gro inh mutant strain	GPR35 antagonists	NTR1 agonist	NTR1 agonist cell count 20 µM	others
CCCCNC(=O)C(CC)(ONc1ccccc1C(F)(F)F)c1ccccc1OC (stereo not given)	0.7%	x	x	x	x	2.6%	-11%	x	x	x	0.0	45
Cc1occc1C(=O)N/N=C/c1ccc2c(c1)OCO2	-1.6%	x	x	u	-2%	0.2%	-7%	x	x	2%	0.1	75
CCN(CC)c1ccc2cc(-c3nc4ccccc4[nH]3)c(=O)oc2c1	0.9%	+	34*	27%	-2%	-0.9%	u	15	-14	u	-3.2	47

Next part:
SMILES	RSV antiviral HEp-2	Autophagy mod	Autophagy mod cell loss 18 h	AID2073	LYP phosphatase	UTI89 phage lysis	Dengue-2 NS5 capping	WT yeast gro inh	WT yeast gro inh mutant strain	GPR35 antagonists	NTR1 agonist	NTR1 agonist cell count 20 µM	others
Cc1c(C)c2ccc(OC(C)C(=O)NC3CC(C)(C)NC(C)(C)C3)cc2oc1=O (stereo not given)	-0.3%	x	x	0%	-15%	0.0%	-7%	x	x	-5%	-0.1	53
O=C(O)C1CCC(=O)N1C1c2ccccc2Oc2ccccc21 (stereo not given)	-0.8%	x	x	-4%	0%	9.2%	1%	-5	-2	7%	5.1	50
CCC1CCCCN1CCCNC(=O)CSc1nc2nc(C)c(Cc3ccc(C)cc3)c(C)n2n1 (stereo not given)	1.6%	x	x	-2%	-6%	0.1%	-2%	x	x	1%	-0.3	44
CCOC(=O)c1c(C)[nH]c(C(=O)N2CCN(C(=O)OCC)CC2)c1C	1.1%	x	x	10%	-8%	0.2%	9%	x	x	-6%	-0.6	42
Cc1oc2nc(SCC(=O)NC3CCCCC3)nc(N)c2c1C	2.4%	i	-4	x	x	-0.2%	x	x	x	x	0.1	59
Cc1ccc(CNC(=O)C2CCCN(S(=O)(=O)c3cccc4nonc34)C2)cc1 (stereo not given)	-0.1%	x	x	13%	-7%	0.0%	-5%	x	x	-3%	-1.2	37
Cc1ccc(S(=O)(=O)NCCC(=O)N2CCCCCCC2)cc1C	5.2%	x	x	x	x	0.3%[50 µM]	-8%	x	x	x	0.2	59
CC(C)N1CCC(N2CCN(Cc3ccc(-c4ccc(Cl)cc4)o3)CC2CCO)CC1 (stereo not given)	-1.8%	i	-5	15%	-6%	-0.1%	-7%	1	6	-6%	-0.1	71
O=C(c1cccs1)N1CCN(c2ncc(C(F)(F)F)cc2Cl)CC1	20%	x	x	13%	-7%	1.1%[50 µM]	3%	x	x	-6%	1.4	75
CC(C(=O)Nc1cc(C(F)(F)F)ccc1N1CCOCC1)N1C(=O)C2CC=CCC2C1=O (stereo not given)	0.8%	i	-8	2%	-2%	1.8%	-10%	0	-11	2%	-2.5	47
Cc1nc2ccccc2c(=O)n1NC(=O)c1ccccc1Cl	-1.5%	i	6	-3%	-2%	-0.1%	0%	74*	35*	2%	-1.0	49
Cc1ccc(SCC(=O)OCC(=O)NCc2cccs2)cc1C	-0.2%	x	x	x	x	1.4%[50 µM]	-1%	x	x	x	-0.6	60
O=C(CN1C(=O)CSC1=O)N1CCCCC1	1.2%	i	3	-10%	-6%	1.4%	3%	-33	15	8%	-0.7	43
CCN(CC)c1ccc(CNc2nnnn2C)cc1	3.0%	x	x	5%	-9%	0.7%	3%	x	x	5%	-1.4	49
O=C1CNC(=O)c2c(nc3n2CCC3)N1	1.1%	i	-5	u	-3%	1.9%[50 µM]	-1%	-6	15	-3%	-0.7	51
O=S(=O)(c1cc(Cl)ccc1Cl)n1nnc2ccccc21	-1.0%	i	-1	-4%	-4%	8.1%	-8%	3	19	8%	-0.9	44
CCCCC(=O)Nc1ccc(C(N)=O)cc1	-0.4%	i	-1	7%	0%	0.1%	2%	2	4	4%	-2.3	78

In the list so far, seven contain an aryl methoxy group.
SMILES	RSV antiviral HEp-2	Autophagy mod	Autophagy mod cell loss 18 h	AID2073	LYP phosphatase	UTI89 phage lysis	Dengue-2 NS5 capping	WT yeast gro inh	WT yeast gro inh mutant strain	GPR35 antagonists	NTR1 agonist	NTR1 agonist cell count 20 µM	others
COc1cc(C(=O)Nc2nc(-c3cc(C)ccc3C)c(C)s2)ccc1OCC(=O)Nc1ccc(F)cc1	5.3%	i	27	41%	-6%	1.9%	-1%	7	6	-2%	3.1	46
CCCCNC(=O)C(CC)(ONc1ccccc1C(F)(F)F)c1ccccc1OC (stereo not given)	0.7%	x	x	x	x	2.6%	-11%	x	x	x	0.0	45
COc1ccc(CCNc2nc3c(c(=O)n(C)c(=O)n3C)n2C)cc1OC	1.3%	i	-5	-2%	-5%	0.1%	0%	10	0	6%	1.9	83
COCCN1C(=O)N(c2ccc(Cl)cc2)C(=O)C1CC(=O)Nc1cc(OC)cc(OC)c1 (stereo not given)	1.0%	x	x	20%	-11%	0.7%	x	x	x	1%	-0.5	60
COc1cccc(C(C#N)N2CCOCC2)c1 (stereo not given)	2.8%	i	1	2%	-5%	0.8%	-4%	-8	-19	2%	2.8	39
COc1cccc(NC(=O)CSc2nc3c(sc4ccccc43)c(=O)n2CCN(C)C)c1	-0.7%	i	9	4%	-8%	0.1%	8%	21	4	11%	7.8	53
COc1ccc(CCNC(=O)CCC(=O)N2CCN(S(=O)(=O)c3ccccc3)CC2)cc1OC	0.2%	i	7	-1%	-4%	0.1%	-3%	-2	1	-1%	0.0	84

Compound activity as filed in PubChem.
